Screening results as filed in PubChem.
DT40 TDP1 CPT: qHTS for Inhibitors of human tyrosyl-DNA phosphodiesterase 1 (TDP1): qHTS in cells in presence of CPT; chicken DT40 Tdp1-/-;hTDP1 cells + 20 nM CPT, ATP luminescence, 48 h; Potency, µM (doses to about 46.2 µM), for inactives: top-dose activity change, negative = growth inhibition, hits mostly inhibitors; 12% of 420,000 active; further: nearly all actives have a fitted effect of over 55% in size
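Chicken DT40 Tdp1-/- cells stably complemented with human TDP1 were seeded at 400 cells/well in medium containing 20 nM camptothecin, exposed to pin-transferred compounds, and grown at 37 °C for at least 48 hr. Viability was read as ATP luminescence.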
FEN1 inh: qHTS Assay for the Inhibitors of Human Flap endonuclease 1 (FEN1) | Recombinant FEN1 flap cleavage, fluorescence, 15 min | AID 588795, 2011 | 0.35% of 390,000 active | P39748 | Potency, µM (titrated, usually from 114 µM), for the others: top-dose activity change, negative = inhibition, hits mostly inhibitors; further: nearly all actives have a fitted effect of over 65% in size
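In this screen, 50 nM flap DNA substrate was added to 10 nM FEN1 pretreated with compound for 15 min at room temperature; cleavage was followed with reads at 0 and 15 min, and Hill fitting gave concentration–response parameters.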
GCN5L2 inh: qHTS Assay for Inhibitors of GCN5L2 | AID 504327, 2011 | 0.21% of 390,000 active | Histone acetyltransferase KAT2A (Homo sapiens), Q92830 | GCN5L2 HAT assay, ThioGlo1 CoA-SH fluorescence | Potency, µM (titrated, usually from 58.9 µM), without a hit: at the highest dose activity change, negative = inhibition, hits mostly inhibitors
Target sequence (Q92830 whole entry, looked up): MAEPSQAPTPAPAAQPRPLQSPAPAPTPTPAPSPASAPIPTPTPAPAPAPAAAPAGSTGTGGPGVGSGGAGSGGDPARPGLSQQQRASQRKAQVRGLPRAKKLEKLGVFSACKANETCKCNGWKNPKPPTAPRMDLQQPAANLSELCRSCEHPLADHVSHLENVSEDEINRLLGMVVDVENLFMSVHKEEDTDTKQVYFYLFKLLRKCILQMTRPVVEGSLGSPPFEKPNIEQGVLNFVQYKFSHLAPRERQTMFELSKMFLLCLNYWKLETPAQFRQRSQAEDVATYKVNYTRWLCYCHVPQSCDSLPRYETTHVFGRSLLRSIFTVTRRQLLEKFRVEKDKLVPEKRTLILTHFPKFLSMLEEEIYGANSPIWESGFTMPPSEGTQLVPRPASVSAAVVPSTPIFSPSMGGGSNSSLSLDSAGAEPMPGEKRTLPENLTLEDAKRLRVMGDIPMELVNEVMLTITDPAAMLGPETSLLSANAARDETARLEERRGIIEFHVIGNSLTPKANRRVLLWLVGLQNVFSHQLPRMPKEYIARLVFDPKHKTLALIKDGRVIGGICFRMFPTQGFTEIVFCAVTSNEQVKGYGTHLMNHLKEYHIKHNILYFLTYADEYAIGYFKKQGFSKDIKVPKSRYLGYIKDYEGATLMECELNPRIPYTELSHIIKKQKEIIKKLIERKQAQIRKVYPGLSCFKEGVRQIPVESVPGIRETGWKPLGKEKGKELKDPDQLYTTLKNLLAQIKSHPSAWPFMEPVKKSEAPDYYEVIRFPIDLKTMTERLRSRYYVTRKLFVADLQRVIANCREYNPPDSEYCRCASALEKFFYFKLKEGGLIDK
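Titration-based screen in which CoA formation is detected via maleimide probe ThioGlo1 (50uM) turning fluorescent on thiol reaction; substrates H3(1-25) 75uM and acetyl-CoA 70uM, GCN5L2 20nM, 20 min incubation at room temperature.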
* hit, by the source's call; ? = inconclusive; nt = no result given; [ ] = another dose, or the depositor's remark. The call rests on the fitted dose curve; in most records, active means well fitted curve in the direction sought with a large enough effect; inconclusive means small, poorly fitted or top-dose-only effect, or another doubt; inactive means no such curve, though single readings can be large; an effect the other way counts as inactive or inconclusive. On the % scale 0 is the no-effect control and ±100 the full control effect; potency means the concentration at half of the fitted maximal effect. Not all compounds are listed, so the mix of outcomes need not match the whole.

SMILES	DT40 TDP1 CPT	FEN1 inh	GCN5L2 inh
CCOc1ccc(CNC(=O)c2cccc(Nc3nc4ccccc4n4nnnc34)c2)cc1OC	-12%	-13%	-27%
O=C1NC(c2ccccc2)=CC(c2ccccc2O)N1 (configuration not stated)	-13%	-3%	-14%
CN1CCC(N2CCN(c3cccc(C(F)(F)F)c3)CC2)CC1	-30%	-18%	0%
CCOc1ccc(C2C(=O)N(C3CCCCC3)CC(=O)N2CCc2ccccc2)cc1OC (configuration not stated)	?	18%	-6%
CN(C)/C=N/c1c(C#N)cnn1-c1ncnc2sc(-c3ccccc3)cc12	21µM*	-18%	-12%
CC(C)(C)N(Cc1ccccc1)C(=O)COC(=O)CSc1ccc([N+](=O)[O-])cc1	?	0%	-9%
Cc1ccc(N2C(=O)c3ccccc3NC2c2ccccc2O)cc1 (configuration not stated)	?	-7%	18%
COC(=O)CCCC1=CC2=CC(=O)C(C)(OC(=O)c3cccs3)C(=O)C2=CN1CCN1CCOCC1 (configuration not stated)	0%	10%	-6%
CCOC(=O)COC(=O)c1ccc(Oc2cc(C)nc(SC)n2)cc1	22%	-11%	-15%
O=C(c1ccco1)N1CCN(C(=O)C2CC(c3ccc(Cl)c(Cl)c3)=NO2)CC1 (configuration not stated)	-30%	-1%	-3%
O=C(NCCc1ccc(Cl)cc1)c1cccn1-c1nnc(N2CCCC2)s1	23µM*	-2%	-1%
COc1ccc(/C=C/C(=O)N(CC(C)C)CC(C)C)cc1Br	16µM*	-2%	-7%
Cc1ccnc(NC(=O)CCNC(=O)c2ccccc2Cl)c1	9%	-13%	-2%
Cc1ccc(C(=O)Nc2nc3ccccc3s2)s1	-20%	-16%	-2%
CCOC(=O)c1sc(Nc2ccc(F)cc2)nc1C	?	-12%	-9%
COc1cc([C@@H]2CC=C(C(=O)O)[C@H](c3ccc(C)cc3)N2S(=O)(=O)c2ccc(C)cc2)cc(OC)c1OC	-6%	12%	2%
COc1cc(OC)c(NC(=O)N2CCc3cc(S(=O)(=O)N4CCC(C)CC4)ccc32)cc1Cl	10µM*	-1%	4%
Cc1ccc(-c2nnn(C/C(N)=N/O)n2)cc1	10%	3%	0%
COc1ccc(C(=O)COC(=O)CNC(=O)C2CCCCC2)c(OC)c1	?	7%	46%[activator]
COC(=O)C1=C(N)Oc2cc(C)n(Cc3ccncc3)c(=O)c2C1c1cccnc1 (configuration not stated)	0%	12%	nt
COc1cccc(NC(=O)c2cc(=O)c3ccccc3o2)c1	5%	-8%	-1%
Cc1ccc2cc(C(=O)O)c(C)nc2c1	0%	-5%	-1%
Cc1cccc(C(=O)c2cn[nH]c2-c2ccc(C)cc2O)c1	-9%	8%	-5%
CN(C)c1nc(C=C(C#N)C#N)c(Cl)n1-c1ccc(F)cc1	4.1µM*	6%	-7%
Cc1cccc(Oc2ccccc2NS(=O)(=O)c2ccc(CCC(=O)O)cc2)c1	-17%	-2%	-1%

Looked up above.
`Cc1ccc(-c2nnn(C/C(N)=N/O)n2)cc1` | DT40 TDP1 CPT = 10%
`Cc1ccc2cc(C(=O)O)c(C)nc2c1` | DT40 TDP1 CPT = 0%
`O=C(NCCc1ccc(Cl)cc1)c1cccn1-c1nnc(N2CCCC2)s1` | GCN5L2 inh = -1%
`Cc1ccc(C(=O)Nc2nc3ccccc3s2)s1` | FEN1 inh = -16%
`COc1cc([C@@H]2CC=C(C(=O)O)[C@H](c3ccc(C)cc3)N2S(=O)(=O)c2ccc(C)cc2)cc(OC)c1OC` | GCN5L2 inh = 2%
`CC(C)(C)N(Cc1ccccc1)C(=O)COC(=O)CSc1ccc([N+](=O)[O-])cc1` | FEN1 inh = 0%

Back to the main list; the 2 compounds before the break are reprinted first.
SMILES	DT40 TDP1 CPT	FEN1 inh	GCN5L2 inh
CN(C)c1nc(C=C(C#N)C#N)c(Cl)n1-c1ccc(F)cc1	4.1µM*	6%	-7%
Cc1cccc(Oc2ccccc2NS(=O)(=O)c2ccc(CCC(=O)O)cc2)c1	-17%	-2%	-1%
O=C1CC(N2CCN(c3ccc(Cl)c(Cl)c3)CC2)C(=O)N1 (configuration not stated)	-2%	3%	-4%
CCOCCCn1c(SCC(=O)Nc2ccccc2OC)nc2c(oc3ccccc32)c1=O	?	-16%	-5%
S=C(NCCCN1CCOCC1)Nc1cccc(-c2nnc3n2CCCCC3)c1	10%	17%	-3%
CS(=O)(=O)N(CC(=O)O)Cc1cccc(CN(CC(=O)O)S(C)(=O)=O)c1	-1%	6%	-1%
COc1ccc(OC)c(NC(=O)Cc2coc3cc(C)cc(C)c23)c1	?	-6%	-2%[0.501 µM]
O=C1CCc2cc(S(=O)(=O)N3CCN(c4cccc(C(F)(F)F)c4)CC3)ccc2N1	-27%	-12%	-20%
Brc1ccccc1-c1nnc(COc2ncnc3c2cnn3-c2ccccc2)o1	-23%	-15%	-4%
CN(C)CCNc1ccc2ncn3c4ccc(O)cc4c(=O)c1c23	0.052µM*	8.9µM*	nt
Cc1cn(C(=O)c2ccccc2)c(=S)n1-c1ccc(Cl)cc1	?	-3%	-14%
CSC1=NC(C)(C)C=C(/C=C/c2ccc(Cl)cc2)N1	21µM*	2%	-15%
C[C@@H](C(=O)Nc1ccc2ccccc2c1)[C@@H]1C[C@@]1(C)[C@@H](NC(=O)c1cnccn1)c1ccccc1	26µM*	-17%	-11%
O=C(CCCCCNC(=O)c1ccccc1)N/N=C/c1ccc(F)cc1	1%	-3%	-17%
CCN1C(=O)CSc2ccc(C(=O)OC)cc21	17%	-3%	-2%
C#CCn1cc(/C=N/NC(=O)COc2cccc3cccnc23)c2ccccc21	?	-6%	-15%
COC(=O)CSc1nnc(COc2cccc3ccccc23)o1	-5%	23%	-8%
CCOC(=O)N1CCN(c2ccc3nnnn3n2)CC1	-19%	1%	0%
O=C(CCNS(=O)(=O)c1ccccc1F)N1CCN(Cc2ccccc2)CC1	1%	2%	-1%
CC(=O)NC1C(=O)N(CCN2CCOCC2)c2ccc(F)cc21 (configuration not stated)	2%	50µM*	-3%
CCOC(=O)c1[nH]c(C)c(C(=O)C(C)C)c1C	-2%	0%	-6%[0.501 µM]
O=C(OCc1cc(=O)c(OC(=O)c2ccccc2)co1)c1ccccc1	4%	-12%	nt
Cc1ccccc1CN(C)C(=O)c1ccc2ccccc2n1	?	-1%	-1%
Cc1ccc(C(=O)NCC(=O)NCC(=O)OCc2ccc(Cl)cc2)cc1	-14%	0%	24%
COc1ccc(Br)cc1CN1C(=O)c2ccccc2C1C(=O)NC1CCCCCC1 (configuration not stated)	?	-1%	-3%
CSc1nsc(SC)c1C(=O)Nc1ccc(Cl)cc1	-6%	8%	0%
COc1cccc(C(=O)NC(=S)N2c3ccccc3CC2C)c1OC (configuration not stated)	-1%	-4%	-3%

Whole records from above. Order of screens: DT40 TDP1 CPT, FEN1 inh, GCN5L2 inh
`COc1cccc(C(=O)NC(=S)N2c3ccccc3CC2C)c1OC` (configuration not stated) is listed as -1%, -4%, -3%
`CC(=O)NC1C(=O)N(CCN2CCOCC2)c2ccc(F)cc21` (configuration not stated) is listed as 2%, 50µM*, -3%
`CSc1nsc(SC)c1C(=O)Nc1ccc(Cl)cc1` is listed as -6%, 8%, 0%

Further structures follow:
SMILES	DT40 TDP1 CPT	FEN1 inh	GCN5L2 inh
CC1Cc2ccccc2N1S(=O)(=O)c1cccc(C(=O)NCc2ccccn2)c1 (configuration not stated)	?	-15%	0%
CC(=O)O[C@@H]1[C@H]2[C@@H](C[C@@H](C)[C@@H]3C=CC(=O)[C@@]13C)OC(=O)[C@@H]2C	?	4%	4%
CCN(CC)CCCN1C(=O)C(=O)/C(=C(/O)c2cc(C)ccc2C)C1c1cccnc1 (configuration not stated)	-12%	-5%	2%
CCOc1ccc(OCCCC(=O)NNC(=O)c2ccncc2)cc1	10%	-14%	2%
CN(C)C(=O)c1ccc(NC(=O)COc2cccc(Oc3ccccc3)c2)cc1	-26%	-16%	-3%
CC(=O)c1cccc(NC(=O)c2cc(=O)c3ccccc3o2)c1	-6%	-3%	-3%
Cc1ccc(C(=O)c2cc([N+](=O)[O-])ccc2N2CCOCC2)cc1C	1.5µM*	-15%	-7%
Cc1ccc(NC(=O)CSc2nsc(SCC(=O)Nc3ccc(C)cc3C)c2C#N)c(C)c1	?	2%	3%
Cc1ccc(-c2nc3ccccc3[nH]2)cn1	-16%	15%	-2%
CCCSc1nc2c(c(=O)[nH]c(=O)n2C)n1Cc1ccccc1	-29%	24%	-6%
COc1ccc(C)cc1S(=O)(=O)N1CCC2(CC1)OCCN2S(=O)(=O)c1ccccc1	?	-6%	0%
COc1cccc(NC(=O)c2sc(NC(=O)c3ccncc3)nc2C)c1	-14%	18%	-5%
O=C(CCc1ccccc1)Nc1c(F)cccc1F	-2%	-7%	nt
COc1ccc(S(=O)(=O)N2CCC(C(=O)NCC3CC3)CC2)cc1	-6%	5%	0%
CCC(C)(C)NC(=O)C(c1ccc(F)cc1)N(Cc1cccs1)C(=O)c1cnccn1 (configuration not stated)	0%	-1%	-8%
N#CCN1C(=O)C(=O)N(Cc2cccc(Cl)c2)C1=O	-10%	21%	23%
Cc1ccc(N2C(=O)c3ccc(C(=O)O)cc3C2=O)cc1C	1%	6%	3%
Cc1ccc2c(c1)N(C(=O)N1CCC(C(=O)NCc3cccc(Br)c3)CC1)CCO2	?	24%	-4%
Cc1ccc(C(=O)COC(=O)c2cc(Cl)nc3ccccc23)cc1	0%	3%	-1%
c1ccc(SCc2nc(-c3ccncc3)n[nH]2)nc1	9%	13%	-3%
CC(=O)c1cccc(NC(=O)C2CCN(S(=O)(=O)c3ccc(F)cc3)CC2)c1	?	9%	-3%
O=C(O)c1ccc2c(c1Nc1ccccc1)C(=O)c1ccccc1C2=O	?	?	14%
COc1ccc(CN2CCN(CCC(C)C)C(CCO)C2)cc1Cn1cncn1 (configuration not stated)	-2%	-11%	2%
Cn1cccc1C(=O)N1CCC2(CCN(C(=O)Nc3cccc(C#N)c3)CC2)CC1	?	nt	-6%
O=C(O)CCc1nn2c3ccccc3n(CC(=O)c3cccs3)c2nc1=O	1%	14%	-11%
New compounds follow.
SMILES	DT40 TDP1 CPT	FEN1 inh	GCN5L2 inh
CN(C)S(=O)(=O)c1cccc(NC(=O)c2ccc(-n3cncn3)c([N+](=O)[O-])c2)c1	?	-16%	-4%
Cc1ccc(NC(=O)Cn2cnc3ccccc32)cc1C	?	0%	-2%
Cc1ccc(OCC(=O)OCc2cc(=O)n3nc(C4CCCCC4)sc3n2)cc1	-13%	14%	1%
COc1ccc2cc3cc(C(=O)NCCCN4CCC(C)CC4)oc3nc2c1	?	?	-14%
COC(=O)/C=C/c1cnc[nH]1	?	-3%	-1%
Cc1ccc(S(=O)(=O)N2CCC(C(=O)N[C@@H](C)C(=O)Nc3ccc(F)cc3)CC2)cc1	-2%	3%	-3%
O=C(c1ccc(Br)cc1)N(Cc1ccco1)C1CCS(=O)(=O)C1 (configuration not stated)	-23%	-3%	1%
COc1ccc(NC(=O)CCC(=O)Nc2nnc(C(F)(F)F)s2)c(OC)c1	2%	4%	-2%
CC(C)N1CCc2c(sc(NC(=O)CN3C(=O)c4ccccc4C3=O)c2C(N)=O)C1	-2%	-18%	-2%
CCN(CC)CCCNC(=O)C(C)n1nc(C)n2c(cc3occc32)c1=O (configuration not stated)	-4%	17%	-5%
CCCn1c(CCC(=O)O)ccc1-c1cccs1	4%	7%	-12%
COc1cc(/C=N/NC(=O)C2=NNC(=O)C2C)ccc1O (configuration not stated)	2%	18%	0%
CCOC(=O)c1c(-c2ccccc2)oc2ccc(NS(=O)(=O)c3ccc(C)cc3C)cc12	?	2%	1%
COc1ccc(NC(=O)COC(C)=O)cc1Cl	?	-15%	-5%
O=C(CC1NC(=S)NC1=O)c1ccc(Cl)cc1 (configuration not stated)	-9%	6%	-20%
COc1cc(C2C(C(=O)c3ccc(C)o3)=C(O)C(=O)N2Cc2ccccc2)ccc1O (configuration not stated)	13%	-13%	-10%
Cn1c(OCc2cccnc2)nc2c1c(=O)n(Cc1ccccc1)c(=O)n2C	?	37%[activator]	4%
Nc1c(-c2ccccc2)cnn1-c1ccc(C(=O)O)cc1	-13%	4%	-5%[0.501 µM]
NC(=S)NNC(=O)/C(=C/c1ccc(Br)cc1)NC(=O)c1ccccc1	-3%	49%[activator]	-8%
COc1ccccc1-c1sc2cc3c(cc2c1-c1ccc(O)cc1)OCO3	?	-15%	-3%
Cc1ccc2c(CC(=O)Nc3ccc(F)c(S(=O)(=O)N4CCOCC4)c3)coc2c1	?	-17%	-6%
COc1ccc(C)cc1NC(=O)c1cc(S(=O)(=O)NC2CCCCCC2)ccc1F	?	-16%	-8%
O=C(C1CC1)N1CCN=C1SCc1ccccc1	1%	-8%	?
CN(C)c1ccc(C(=O)NCc2ccc3c(c2)CCO3)cc1	-17%	-10%	-18%
Cn1c(=O)c(=O)n(C)c2cc([N+](=O)[O-])c([N+](=O)[O-])cc21	15µM*	1%	-5%
